# High-throughput results (PubChem)
# PPARg SRC-3 ag = PPARgamma agonists recruiting SRC-3 coactivator, primary screen, biochemical. Peroxisome proliferator-activated receptor gamma (Homo sapiens), P37231. biochemical PPARgamma/SRC-3 coactivator recruitment assay. activation, % at 8 µM. 0.26% of 200,000 active; in the data active = activation above about 23%;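 also: 0% = DMSO and 100% = reference agonist; some compounds past the cut are filed as inactive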
# HMGR II inh = inhibitors of E. faecalis class II HMGR, primary screen, biochemical, Enterococcus faecalis | HMG-CoA reductase (Enterococcus faecalis, mvaE) | purified E. faecalis HMGR, NADPH absorbance 340 nm kinetic | inhibition, % at 10 µM | 0.41% of 190,000 active | AID 1066, 2008;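 active = inhibition above a set limit, the median over all tested compounds plus 3 SD, cut at about 9.5% in these data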;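 also: enzyme runs in reverse so mevalonate oxidation gives rising NADPH absorbance; 0% = complete reaction with DMSO and 100% = background rate lacking mevalonate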
# SRC2 TRFRET art = TR-FRET signal artefacts, primary screen, artefact control for PPARgamma SRC-2 agonist project, biochemical; TR-FRET artefact counter-screen; hits give high values; TR-FRET ratio at 8 µM; 0.4% of 200,000 active; AID 1049, 2008; in the data active = TR-FRET ratio above about 2000; also: inactives centre near 1500
# PPARg SRC-2 ag = agonists of PPARg-SRC-2 recruitment, primary screen, biochemical, HTS. 0.34% of 200,000 active. activation, % at 8 µM. Peroxisome proliferator-activated receptor gamma (Homo sapiens), P37231. AID 1032, 2008. PPARgamma LBD-SRC-2 recruitment; in the data active = activation above about 22%;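 also: 0% = vehicle and 100% = reference agonist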
# TNAP inh hi DEA = human TNAP enzyme inhibitors, primary screen, biochemical, luminescent, high phosphate acceptor level, uHTS. 0.03% of 200,000 active. inhibition, % at 20 µM. Alkaline phosphatase, tissue-nonspecific isozyme (Homo sapiens), P05186. purified TNAP, CDP-star luminescence, 1 M DEA. AID 1135, 2008;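 active = over 50% inhibition of tissue-nonspecific alkaline phosphatase at 20 µM in the single-dose screen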;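 also: plate controls were DMSO wells for no effect and EDTA-quenched wells as full inhibition for full effect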
# Target sequence (P05186 whole entry, looked up): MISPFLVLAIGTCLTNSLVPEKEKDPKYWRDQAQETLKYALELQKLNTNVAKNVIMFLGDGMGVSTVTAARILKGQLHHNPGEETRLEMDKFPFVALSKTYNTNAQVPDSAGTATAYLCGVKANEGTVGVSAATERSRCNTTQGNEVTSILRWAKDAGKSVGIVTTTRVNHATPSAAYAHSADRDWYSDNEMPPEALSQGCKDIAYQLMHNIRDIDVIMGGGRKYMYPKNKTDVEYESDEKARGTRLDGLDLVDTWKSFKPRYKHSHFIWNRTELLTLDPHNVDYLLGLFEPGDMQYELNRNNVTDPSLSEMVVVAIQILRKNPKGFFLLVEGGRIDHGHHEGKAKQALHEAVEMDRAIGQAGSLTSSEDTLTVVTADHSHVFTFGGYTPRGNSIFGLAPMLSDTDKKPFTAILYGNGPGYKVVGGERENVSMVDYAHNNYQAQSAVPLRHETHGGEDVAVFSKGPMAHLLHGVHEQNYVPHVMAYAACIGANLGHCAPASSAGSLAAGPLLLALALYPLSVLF
# TNAP inh no acc = human TNAP enzyme inhibitors, primary screen, biochemical, luminescent, no phosphate acceptor, uHTS; Alkaline phosphatase, tissue-nonspecific isozyme (Homo sapiens), P05186; 0.26% of 200,000 active; inhibition, % at 20 µM; purified TNAP, CDP-star luminescence, 30 min; AID 1012, 2008;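 active = tissue-nonspecific alkaline phosphatase inhibition above about 50% at 20 µM in the single-dose screen, limit read from the data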;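 also: 0% = DMSO negative control and 100% = EDTA positive control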
# bIAP inhibitor = bovine intestinal alkaline phosphatase inhibitors, primary screen, selectivity assay for TNAP inhibitor project, biochemical, bovine IAP, CDP-star luminescence. 190,000 tested, under 10 active. alkaline phosphatase, intestinal [Bos taurus]. AID 1019, 2008. inhibition, % at 20 µM. purified bovine IAP, 30 min;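 active = over 50% inhibition of intestinal alkaline phosphatase at 20 µM in the single-dose screen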
#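 Incubation: 30 min reaction at room temperature / Material: purified bovine intestinal alkaline phosphatase (IAP) enzyme / Input: enzyme at 1/65,000,000 dilution / Dosing: 20 µM single dose / Signal: CDP-star luminescence signal / Reagent: CDP-star chemiluminescent phosphatase substrate, 30 µM final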
# TNAP act hi DEA = TNAP activators at high phosphate acceptor level, primary screen, biochemical, luminescence, uHTS | Alkaline phosphatase, tissue-nonspecific isozyme (Homo sapiens), P05186 | purified TNAP, CDP-star luminescence, 1 M DEA, 30 min; hits give high values; 0 = EDTA background, 1 = DMSO-only activity | activation factor at 20 µM | 200,000 tested, under 10 active | AID 1136, 2008;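 active = activation factor at least 2 at 20 µM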
#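 Test system – human TNAP · Doses – 20 µM single point · Incubation – 30 min, room temperature · Signal – luminescent substrate turnover signal · Read-out basis – activation factor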
# bIAP activator = bovine intestinal alkaline phosphatase activators, primary screen, biochemical, bovine IAP, CDP-star luminescence. alkaline phosphatase, intestinal [Bos taurus]. purified bovine IAP, 30 min; hits give high values; fold of DMSO-control signal, blank-subtracted. activation factor at 20 µM. 0.17% of 200,000 active;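 active = activation factor of 2 or more at 20 µM, a signal rise over negative controls twice the positive control's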
# PPARg SRC1 recr = PPARgamma agonists recruiting SRC-1 coactivator, primary screen, biochemical; PPARgamma-SRC-1 coactivator recruitment biochemical assay; activation, % at 8 µM; 0.41% of 200,000 active; AID 631, 2007; in the data active = activation above about 19%;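 also: 0% = DMSO and 100% = reference agonist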
# An asterisk follows results filed as active; nt = not tested or not shown; & = joins results of further samples. The order is random; any-hit rate near 1.6%.
SMILES,PPARg SRC-3 ag,HMGR II inh,SRC2 TRFRET art,PPARg SRC-2 ag,TNAP inh hi DEA,TNAP inh no acc,bIAP inhibitor,TNAP act hi DEA,bIAP activator,PPARg SRC1 recr
Cc1ccc2ncnc(Nc3ccccc3)c2c1,-4,5,1540,2,-6,-9,5,1.1,1,-4
Cc1[nH]c2ccc(-c3n[nH]c(=S)n3-c3ccc(Br)cc3)cc2c1C,9,-1,1769,6,-3,-27,14,1,0.9,6
CCc1ccc(-c2csc(NC(=O)c3cccnc3)n2)cc1,3,0,1467,5,-5,-7,12,1,0.9,-2
O=[N+]([O-])c1cc2c(cc1/C=N/NS(=O)(=O)c1ccc(Br)cc1)OCO2,8,-1,1823,6,-2,18,9,1,0.9,5
Cc1ccc(NC(=O)CSCc2n[nH]c(=O)[nH]2)c(Br)c1,4,-4,1704,8,-2,-30,-14,1,1.1,6
Cc1cccc(NC(=S)N(CCN2CCOCC2)Cc2cc3cc4c(cc3[nH]c2=O)OCCO4)c1,4,-3,1535,-1,-4,-8,-6,1,1.1,3
O=c1cc(CO)oc(C(Nc2ccccn2)c2ccccc2F)c1O (stereo not given),7,nt,1766,6,nt,nt,nt,nt,nt,0
Cc1nnc(Cl)c2nn(-c3ccccc3)c(C)c12,3,-1,1681,-1,-9,-3,-5,1.1,1,2
C[n+]1c2n(c3ccccc31)N=C(c1ccccc1)CS2,-1&-1,-7&0,1380&1508,-13&0,1&0,-2&-43,23&16,1&1,0.8&0.8,-12&5
O=C1CC(c2ccccc2F)C2=C(COC2=O)N1 (stereo not given),-3,0,1908,5,-2,-7,-11,1,1.1,3
COc1cc(O)oc1C=Nc1ccc(C(=O)O)cc1,1,-8,1573,3,-4,-11,-4,1,1,5
COc1ccc(CNC(=O)CCSCc2ccccc2Cl)c(OC)c1,2,1,1567,-8,-3,-12,5,1,0.9,-1
CC(=O)c1cc(NC(=O)c2ccccc2)c(=O)oc1C,0,-3,1546,6,-4,-1,-4,1,1,-4
Cc1cc(C)c(Cn2cnc(-c3ccc([N+](=O)[O-])cc3)c2)c(C)c1,-5,-4,1446,10,-1,-1,3,1,1,8
O=C(O)CCC(=O)c1ccc2c(c1)OCCCO2,-1,-4,1597,2,-4,-18,5,1,0.9,1
CS(=O)(=O)N(CC(=O)NC1CC1)c1cccc(F)c1,-10,-1,1527,10,3,-4,3,1,1,5
NC(N)=N/N=C/c1cccc([N+](=O)[O-])c1O,1,-1,1741,2,16,1,10,0.8,0.9,-2
COC(=O)C(C(=O)OC)=C(/C=C/N(C)C)N(C)C,2,-2,1474,10,-2,-12,9,1,0.9,4
Cc1ccc(S(=O)(=O)/N=C(/c2ccc(F)cc2)N2CCCCC2)cc1,0,2,1354,-4,-3,-6,5,1,0.9,-2
COc1ccc(CNC(=O)C2CCN(S(=O)(=O)N3CCC4(CC3)OCCO4)CC2)c(OC)c1,1,-6,1468,7,3,-4,7,1,0.9,-2

# Grouped by structure: those above containing a Cl atom.
SMILES,PPARg SRC-3 ag,HMGR II inh,SRC2 TRFRET art,PPARg SRC-2 ag,TNAP inh hi DEA,TNAP inh no acc,bIAP inhibitor,TNAP act hi DEA,bIAP activator,PPARg SRC1 recr
Cc1nnc(Cl)c2nn(-c3ccccc3)c(C)c12,3,-1,1681,-1,-9,-3,-5,1.1,1,2
COc1ccc(CNC(=O)CCSCc2ccccc2Cl)c(OC)c1,2,1,1567,-8,-3,-12,5,1,0.9,-1

# Carrying on:
SMILES,PPARg SRC-3 ag,HMGR II inh,SRC2 TRFRET art,PPARg SRC-2 ag,TNAP inh hi DEA,TNAP inh no acc,bIAP inhibitor,TNAP act hi DEA,bIAP activator,PPARg SRC1 recr
O=C(O)c1cn(Cc2ccccc2)c2ccccc2c1=O,-2,-2,1447,-5,3,-10,nt,1,0.4,-2
CCc1nnc(NS(=O)(=O)c2ccc(N=Cc3c(C)[nH]n(-c4ccc(Cl)cc4)c3=O)cc2)s1,5,-7,1676,2,-3,-3,1,1,1,10
CCOc1cc(/C=N\O)cc(Cl)c1OCC,3,1,1516,1,1,-5,11,1,0.9,7
CC(C)C1Nc2ccc(S(=O)(=O)N3CCOCC3)cc2NC1=O (stereo not given),9,-3,1711,9,-5,-15,6,1,0.9,8
CN(C)c1cc[n+](CC(=O)Nc2ccc([N+](=O)[O-])cc2Cl)cc1,2,-2,1396,7,0,-6,-8,1,1.1,7
Cn1c(Cc2cccs2)nnc1SCc1nc2ccccc2[nH]1,-4,2,1274,-5,-6,5,-32,1.1,1.3,-3
OC1CN=C2Sc3ccccc3N2C1 (stereo not given),-4,1,1606,2,2,-7,-1,1,1,-3
Cc1cc(C)cc(OCc2ccc(C(=O)NC3CCOC3=O)o2)c1 (stereo not given),3,-5,1358,0,-4,-4,1,1,1,-4
O=C1OCCC1Sc1nnc(-c2cccnc2)n1-c1ccccc1F (stereo not given),4,3,1534,1,-8,-11,-4,1.1,1,1
Nc1ccccc1N1CCN(C(=O)c2ccccc2)CC1,-10,1,1416,0,3,-4,6,1,0.9,-2
O=S(=O)(c1ccccc1Cl)N1CCC(O)(c2ccc3c(c2)OCO3)CC1,4,-1,1711,9,-9,-14,28,1.1,0.7,9
CC(=O)c1ccc(OCCCC(=O)Nc2cc(S(=O)(=O)N(C)C)ccc2C)cc1,3,-4,1569,-5,-2,-17,-5,1,1.1,6
CCCCCCNC(=O)c1c(O)c2ccccc2[nH]c1=O,-9,-1,1556,1,-2,-9,6,1,0.9,-7
COc1ccc2oc(C(=O)OCC(=O)NCCN3C(=O)CSC3=O)c(C)c2c1,1,1,1768,5,-2,-19,17,1,0.8,3
Cc1c(-c2ccco2)[n+](=O)c2c(n1[O-])CCC2,-15,-9,1418,-7,-2,-8,-7,1,1.1,6
Cc1cccc(C)c1N1CC(=O)N(c2c(C)cccc2C)CC1=O,-12,-1,1505,0,0,-7,-4,1,1,-7
O=C(NCCNc1ccc([N+](=O)[O-])cc1C(F)(F)F)c1ccc(F)cc1,-3,-6,1718,1,1,-3,46,1,0.5,-2
Cc1nnc(SCC(=O)NCc2cccs2)n1-c1ccccc1,-5,-4,1621,6,-1,-7,8,1,0.9,-2
COc1ccccc1CNc1nc2nc(C)cc(=O)n2[nH]1,-3,-4,1488,7,-2,-7,-7,1,1.1,5
Cn1cnc2c1c(=O)n(Cc1ccccc1)c(=O)n2C,nt,-2,nt,nt,-5,-17,14,1,0.9,nt
Cc1ccc(C(=O)N(C)c2ccc(OCC(=O)N3c4ccc(C)cc4C4CN(C)CCC43)cc2)cc1 (stereo not given),-1,-6,1549,-2,-3,-21,-10,1,1.1,-1
Cc1ccc(CS(=O)(=O)CCC(=O)O)cc1,-3,0,1336,-5,-2,-7,-1,1,1,-9
CC(=O)c1ccc(NC(=O)CN2C(=O)/C(=C/C=C/c3ccccc3)SC2=S)cc1,-1,-8,1487,-3,12,17,9,0.9,0.9,-5
CCn1nnnc1NC(=O)c1cc(OC)c(OC)c(OC)c1,2,-3,1405,-11,-3,-3,0,1,1,-3
COC(=O)Cc1ccc(Oc2ncc(C(F)(F)F)cc2Cl)cc1,0,-9,1611,4,2,1,-11,1,1.1,4
Cn1nc(-c2ccccc2)c(CO)c1Oc1cccc(C(F)(F)F)c1,7,2,1524,1,-2,-10,5,1,1,-5
N#C/C(=C/c1ccc(N2CCOCC2)o1)C(=O)Nc1ccccc1,1,-4,1505,5,29,27,40,0.7,0.6,2
O=C1NCCCC1C(=O)N1CCCCC1 (stereo not given),3,-1,1433,-2,-5,-2,-6,1.1,1.1,-13

# 4 of the compounds above, with each value named:
> Cc1ccc(C(=O)N(C)c2ccc(OCC(=O)N3c4ccc(C)cc4C4CN(C)CCC43)cc2)cc1 (stereo not given)
- PPARg SRC-3 ag: -1
- HMGR II inh: -6
- SRC2 TRFRET art: 1549
- PPARg SRC-2 ag: -2
- TNAP inh hi DEA: -3
- TNAP inh no acc: -21
- bIAP inhibitor: -10
- TNAP act hi DEA: 1
- bIAP activator: 1.1
- PPARg SRC1 recr: -1

> Cc1ccc(CS(=O)(=O)CCC(=O)O)cc1
- PPARg SRC-3 ag: -3
- HMGR II inh: 0
- SRC2 TRFRET art: 1336
- PPARg SRC-2 ag: -5
- TNAP inh hi DEA: -2
- TNAP inh no acc: -7
- bIAP inhibitor: -1
- TNAP act hi DEA: 1
- bIAP activator: 1
- PPARg SRC1 recr: -9

> CC(=O)c1ccc(NC(=O)CN2C(=O)/C(=C/C=C/c3ccccc3)SC2=S)cc1
- PPARg SRC-3 ag: -1
- HMGR II inh: -8
- SRC2 TRFRET art: 1487
- PPARg SRC-2 ag: -3
- TNAP inh hi DEA: 12
- TNAP inh no acc: 17
- bIAP inhibitor: 9
- TNAP act hi DEA: 0.9
- bIAP activator: 0.9
- PPARg SRC1 recr: -5

> CCn1nnnc1NC(=O)c1cc(OC)c(OC)c(OC)c1
- PPARg SRC-3 ag: 2
- HMGR II inh: -3
- SRC2 TRFRET art: 1405
- PPARg SRC-2 ag: -11
- TNAP inh hi DEA: -3
- TNAP inh no acc: -3
- bIAP inhibitor: 0
- TNAP act hi DEA: 1
- bIAP activator: 1
- PPARg SRC1 recr: -3
